Screens deposited in PubChem by several laboratories.
Autophagy HCS – autophagy modulators in MEF cells, primary screen, imaging, high-content, MEF GFP-LC3; hit rate 0.98% among 190,000; calls only at 10 µM (by protocol); MEF GFP-LC3 puncta imaging; test concentration mostly 10 µM;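 active means percentage of spot-positive cells more than 3 SD above its plate mean, without a fluorescence outlier flag or 80% toxicity; inconclusive means no clear call, values can overlap the other calls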;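 further: spot-positive cell cutoff set from DMSO-treated cells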
UTI89 phage lysis – inhibition of K1F phage lysis, E. coli UTI89, bacterial capsule biogenesis inhibitors, alamar blue (AID 488966) | E. coli UTI89 K1F phage lysis, alamar blue, 2 h; higher % means a stronger effect | one-dose inhibition, % at 100 µM; IC50 in µM for titrated hits | hit rate 0.02% among 340,000;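 active means phage lysis inhibition, versus mean bacterial control, above a set limit; inconclusive means no clear call, values can overlap the other calls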;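 further: capsule biogenesis inhibitors block K1F phage lysis so surviving cells raise fluorescence; higher fluorescence means more inhibition of phage lysis; actives were called in the ten point dose series up to 300 µM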
AID2073 – inhibitors of Mint1-CaV2.2 protein interaction, biochemical, HTRF (AID 2073); hit rate 0.19% among 290,000; one-dose inhibition, % at 20 µM; IC50 in µM for titrated hits; HTRF protein-protein interaction, Mint1-CaV2.2; higher % means a stronger effect; Voltage-dependent N-type calcium channel subunit alpha-1B (Homo sapiens); in the data active means inhibition mostly above about 51%, no sharp cut-off; inconclusive means no clear call, values can overlap the other calls; inactive means mostly below about 53%; further: some results filed as inactive read as strong as hits
LYP inhibition – inhibitors of LYP phosphatase, biochemical, fluorescence intensity, uHTS (AID 1779); hit rate 0.054% among 290,000; Tyrosine-protein phosphatase non-receptor type 22 (Homo sapiens); recombinant LYP phosphatase, fluorescence intensity; higher % means a stronger effect; inhibition, % at 11.5 µM, or IC50 in µM where a hit was titrated; in the data active means inhibition above about 50%;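 further: plate controls were vehicle with enzyme for no effect and no enzyme for full effect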
WT yeast gro inh – growth inhibition of WT strain, primary screen, mitochondrial fusion inhibitor project, WT and mutant strains, chemical genetic | mitochondrial fusion phenotypic screen | inhibition, % at 10 µM | hit rate 2.1% among 190,000 | AID 1362, 2008; in the data active means inhibition above about 58%; tested in S. cerevisiae
GPR35 antagonists – GPR35 antagonists blocking zaprinast-driven arrestin recruitment, primary screen, imaging, U2OS, beta-arrestin-GFP, zaprinast agonist (AID 2058). U2OS GPR35 beta-arrestin-GFP translocation imaging, zaprinast antagonism; higher % means a stronger effect. hit rate 0.052% among 290,000. one-dose inhibition, % at 10 µM; IC50 in µM for titrated hits. G-protein coupled receptor 35 (Homo sapiens);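 active means inhibition of at least 50% with at least 30 cells and total cytoplasm GFP at most 10,000,000; inconclusive means under 30 cells or total GFP of 10,000,000 plus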
NS5 inhibitors – Dengue-2 NS5 methyltransferase inhibitors, primary screen, biochemical, confirmation dose response (AID 588689); Genome polyprotein (Dengue virus type 2 (strain 16681-PDK53)); Dengue-2 NS5 methyltransferase capping enzyme assay, biochemical; higher % means a stronger effect; inhibition, % at 25 µM; hits with a dose series show IC50 in µM; hit rate 0.3% among 340,000; in the data active means a potency from the dose series; inconclusive means inhibition above about 29% without an active follow-up result
NTR1 agonist – agonists of NTR1, primary screen, imaging, U2OS cells, beta-arrestin-GFP, high content (AID 493036) | activation, % at 20 µM | NTR1-U2OS beta-arrestin-GFP spot imaging, agonist mode | hit rate 0.17% among 330,000;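 active means activation at or above 40% of the spot to cytoplasm intensity ratio, with at least 20 cells analyzed; inconclusive means wells under 20 cells, flagged as cytotoxic or low count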;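 further: 0% = DMSO without peptide and 100% = 100 nM NTR1 peptide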
Target sequence (P30989 whole entry, looked up): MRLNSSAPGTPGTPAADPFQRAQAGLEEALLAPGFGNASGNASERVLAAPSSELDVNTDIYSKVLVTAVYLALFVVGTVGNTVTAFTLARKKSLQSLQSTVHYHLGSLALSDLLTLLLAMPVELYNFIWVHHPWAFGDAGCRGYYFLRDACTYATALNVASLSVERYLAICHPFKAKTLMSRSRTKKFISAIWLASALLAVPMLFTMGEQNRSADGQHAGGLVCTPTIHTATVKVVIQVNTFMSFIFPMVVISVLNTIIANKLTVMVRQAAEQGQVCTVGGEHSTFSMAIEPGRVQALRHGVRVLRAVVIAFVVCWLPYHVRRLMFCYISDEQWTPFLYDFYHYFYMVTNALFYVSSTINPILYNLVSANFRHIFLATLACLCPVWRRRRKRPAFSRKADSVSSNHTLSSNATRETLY
RSV CPE inhibition – RSV antiviral activity via CPE protection, HEp-2 cells, primary 10 µM value included (AID 2391); HEp-2 cells, RSV-induced CPE inhibition; higher % means a stronger effect; one-dose CPE inhibition, % at 10 µM; IC50 in µM for titrated hits; hit rate 0.13% among 310,000; in the data active means a potency from the dose series; inconclusive means CPE inhibition mostly from about 23% at the one dose, without a potency; inactive means the rest, 99 in 100 with CPE inhibition below about 21%; further: strong numbers were not always called active
WT yeast gro inh mutant strain – further read-out of WT yeast gro inh, marked with its call; inhibition, %; mitochondrial fusion phenotypic screen, mutant strain inhibition
Autophagy HCS cell loss 18 h – recorded beside Autophagy HCS, whose call it bears; toxicity, %; measured here: cell loss, nuclei count;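 cell loss after 18 h compound exposure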
NTR1 agonist cell count 20 µM – second read-out of NTR1 agonist, no call of its own (marks repeat the call); cell count; measured here: cell count, cytotoxicity flag
NS5 inhibitors pilot replicate – also measured in NS5 inhibitors; calls as there; inhibition, %; measured here: pilot screen replicate inhibition
* = called active by the depositor; i = inactive; ? = inconclusive; . = no result given; [ ] = remark or other dose. Hits appear at their usual frequency; 2.6% or so of the library scored in one or more.

SMILES | Autophagy HCS | Autophagy HCS cell loss 18 h | UTI89 phage lysis | AID2073 | LYP inhibition | WT yeast gro inh | WT yeast gro inh mutant strain | GPR35 antagonists | NS5 inhibitors | NTR1 agonist | NTR1 agonist cell count 20 µM | RSV CPE inhibition | others
CCN(CC)S(=O)(=O)c1ccc(C(=O)Oc2ccc3c(c2)OCO3)cc1 | i | -2 | 3.2% | -2% | 1% | 11 | 11 | -4% | 3% | -1.5 | 65 | 1.2%
O=C(CN1CCN(CC(=O)Nc2ccccc2Cl)CC1)NCC1(N2CCCCC2)CCCCC1 | . | . | 0.5%[50 µM] | . | . | . | . | . | -2% | -0.7 | 43 | 0.1%
COc1ccc(NC2=Nc3cccc4cccc2c34)cc1 | i | 6 | 2.9%[50 µM] | -6% | 2% | 13 | -1 | -12% | -9% | 3.6 | 72 | 10%
c1ccc(CN2CCN(Cc3nnc(-c4ccccc4)o3)CC2)cc1 | i | 4 | 0.6% | 2% | -3% | -7 | -3 | -9% | 2% | 0.2 | 75 | 0.3%
O=C(c1cccs1)N1CCOCC1 | i | 6 | 1.9% | 1% | -7% | -1 | 4 | 15% | 14% | 0.2 | 41 | 0.3%
Cc1ccc(NCC(=O)N/N=C\c2cccc(O)c2)cc1 | i | 4 | -0.1% | -6% | 6% | 8 | -8 | -9% | -2% | -0.9 | 74 | 0.2%
COc1ccc(N(CC(=O)NC2CCCC2)C(=O)CCC(=O)Nc2nc(C)cs2)cc1OC | . | . | -0.5% | 14% | -7% | . | . | -3% | -5% | 0.7 | 56 | 13%
CC(=O)c1c(N2CCN(Cc3ccccc3)CC2)nc(=S)n(Cc2ccccc2)c1C | i | 1 | 0.7%[50 µM] | -12% | -4% | 8 | 15 | 8% | -1% | 1.0 | 70 | 1.4%
COCCCN1C(=O)c2ccc(C(=O)NCc3ccco3)cc2C1=O | i | 15 | 0.6% | -2% | -9% | -4 | -8 | 3% | -9% | -0.4 | 35 | 0.8%
COc1ccc(Cl)cc1NC(=O)COC(=O)c1cc(NS(=O)(=O)c2cccs2)ccc1O | i | 0 | 1.5%[50 µM] | 13% | 9% | 4 | -7 | 6% | -1% | 0.4 | 67 | 3.3%
C=CCn1c2ccccc2n2nc(C)c(=O)nc12 | i | -3 | 3.8% | 40% | -3% | -13 | -5 | -8% | -6% | 0.0 | 87 | 0.5%
N#Cc1nc(-c2ccccc2F)oc1NCCc1ccccn1 | . | . | 0.3% | 5% | -2% | 7 | 3 | 8% | -2% | 4.0 | 86 | 1.4%
O=C(NCC1CCCO1)c1sc2cc(Cl)ccc2c1Cl (centres undefined) | i | -20 | 1.4%[50 µM] | 3% | -3% | -6 | -14 | -5% | 6% | 4.0 | 63 | 11%
COc1ccc(-c2nnc(SC(C)C(=O)Nc3c(C)n(C)n(-c4ccccc4)c3=O)o2)cc1 (centres undefined) | i | -1 | -1.7% | -1% | -4% | 10 | 14 | 10% | -3% | -0.2 | 54 | -0.5%
S=C1NC2CCCCC2N1 (centres undefined) | i | -4 | -1.6% | 2% | -6% | 1 | 3 | -4% | -1% | 0.9 | 43 | 1.9%
CC/C(C)=N/Nc1nc2c(c(=O)[nH]c(=O)n2C)n1CCc1ccccc1 | i | -4 | -0.8% | 13% | 3% | -4 | 0 | -8% | -3% | -2.3 | 10 | 2.4%
CC(=O)c1cc(C)ccc1OC(=O)CCN1C(=O)C2C3c4ccccc4C(c4ccccc43)C2C1=O (centres undefined) | i | 8 | 3.9% | 5% | 6% | 3 | -13 | 1% | -1% | 10 | 86 | 2.1%
COC(=O)c1cccc(C23CC4(C2)[C@H](CN(Cc2ccc(C(F)(F)F)cc2)[C@@H]4c2ccccc2)C3c2ccccc2)c1 (some centres undefined) | . | . | 0.3% | 7% | -5% | . | . | -3% | -11% | -2.3 | 96 | 0.9%
Cc1ccc2c(c1)N(C(=O)CCC(=O)NCCCN1CCOCC1)CC(C)O2 (centres undefined) | . | . | 5.7% | 11% | -12% | . | . | 4% | -5% | 0.4 | 91 | 1.2%
COc1cccc(C2NC(C)(C(=O)O)C3C(=O)N(C(C)C)C(=O)C23)c1O (centres undefined) | . | . | -0.5% | -7% | -4% | 12 | 7 | 11% | 1% | 4.2 | 66 | 0.9%
CC(Sc1nnc(-c2ccc(OC(F)F)cc2)n1N)C(=O)NCC1CCCO1 (centres undefined) | . | . | -1.8% | . | . | . | . | . | -2% | -0.7 | 66 | -0.8%
COc1cccc(-c2nc(CS(=O)(=O)CC(=O)NCCCN3CCN(C)CC3)c(C)o2)c1 | . | . | 0.2% | 10% | -7% | . | . | 6% | -2% | -0.9 | 69 | 1.1%
Cc1ccc(S(=O)(=O)N(C)c2ccc(C(=O)N3CCCCC3)cc2)cc1 | i | 12 | 0.6% | 1% | -5% | -6 | 5 | 7% | -5% | -4.0 | 88 | ? | NS5 inhibitors pilot replicate=-1.2
CCCCCC[N+](C)(C)CCSSCC[N+](C)(C)CCCCCC | . | . | 1.7% | -32% | -13% | . | . | -10% | -6% | -0.3 | 47 | 1.0%
Cc1nc2sc(C(c3ccccc3)N3CCN(C)CC3)c(O)n2n1 (centres undefined) | . | . | 0.6% | 11% | 4% | 10 | -2 | 14% | 4% | -2.3 | 67 | 1.1%

The last four records of the section above come first, to join the parts.
SMILES | Autophagy HCS | Autophagy HCS cell loss 18 h | UTI89 phage lysis | AID2073 | LYP inhibition | WT yeast gro inh | WT yeast gro inh mutant strain | GPR35 antagonists | NS5 inhibitors | NTR1 agonist | NTR1 agonist cell count 20 µM | RSV CPE inhibition | others
COc1cccc(-c2nc(CS(=O)(=O)CC(=O)NCCCN3CCN(C)CC3)c(C)o2)c1 | . | . | 0.2% | 10% | -7% | . | . | 6% | -2% | -0.9 | 69 | 1.1%
Cc1ccc(S(=O)(=O)N(C)c2ccc(C(=O)N3CCCCC3)cc2)cc1 | i | 12 | 0.6% | 1% | -5% | -6 | 5 | 7% | -5% | -4.0 | 88 | ? | NS5 inhibitors pilot replicate=-1.2
CCCCCC[N+](C)(C)CCSSCC[N+](C)(C)CCCCCC | . | . | 1.7% | -32% | -13% | . | . | -10% | -6% | -0.3 | 47 | 1.0%
Cc1nc2sc(C(c3ccccc3)N3CCN(C)CC3)c(O)n2n1 (centres undefined) | . | . | 0.6% | 11% | 4% | 10 | -2 | 14% | 4% | -2.3 | 67 | 1.1%
Cc1cc([N+](=O)[O-])ccc1NC(=S)NC(=O)C(c1ccccc1)c1ccccc1 | i | -7 | 1.3% | 5% | 1% | 69 | 82 | 7% | -8% | 1.3 | 44 | ?
CCC[C@@H](NS(=O)(=O)c1ccc(C)cc1)C(=O)Oc1ccc2c3c(c(=O)oc2c1)CCC3 | i | -13 | 2.3% | 14% | -1% | -12 | 0 | 2% | -5% | 15 | 64 | 0.6%
O=C(Nc1cccc(C(F)(F)F)c1)c1cc2ncc(Br)cn2n1 | i | -6 | -0.8% | 24% | -8% | 6 | 12 | 7% | -5% | 5.8 | 78 | 1.5%
C/C(=N\NC(=O)c1nnn(-c2nonc2N)c1CSc1ccc(C)cc1)c1ccco1 | . | . | 0.0% | 29% | 1% | . | . | -3% | 5% | -1.0 | 41 | -0.1%
COc1ccc(/C=N\NC(=O)c2ccccc2)cc1COc1ccc(F)cc1 | . | . | 1.3% | 15% | -1% | . | . | 6% | 1% | 1.2 | 59 | 4.1%
CCOC(=O)N1CCN(C(=O)c2ccc(C)c(S(=O)(=O)Nc3ccccc3)c2)CC1 | i | 7 | 0.2% | -8% | 1% | -4 | 2 | -8% | 0% | -0.1 | 72 | 2.0%
CC1=C(C(=O)OCC(Br)(Br)Br)C(c2ccc(Br)cc2)NC(=O)N1CCCC(=O)O (centres undefined) | i | -8 | . | 0% | 1% | 2 | -5 | 0% | . | . | . | .
CCc1ccc(S(=O)(=O)Nc2cccc(C3OCCCO3)c2)cc1 | i | -2 | . | 0% | -5% | 0 | 0 | -3% | . | -0.4 | 28 | 1.7%
COC(=O)c1cccc(NC(=O)CSc2nnnn2C)c1 | i | 1 | 2.6% | 5% | -3% | 12 | 6 | 6% | -4% | -4.3 | 88 | 1.4%
COc1cc(C(=O)N2CCc3ccccc32)cc(OC)c1OC | . | . | 0.2% | -4% | -10% | . | . | 2% | 7% | 2.8 | 54 | 3.1%
ONC(=Nc1ccccc1)C(=Nc1ccccc1)NO | i | 5 | 7.5% | -5% | -4% | 11 | 16 | 4% | -3% | 0.0 | 48 | 1.0%
O=C1CC2(CCN(S(=O)(=O)c3ccccc3F)CC2)Oc2ccccc21 | . | . | 0.2%[50 µM] | . | . | . | . | . | 3% | 2.9 | 53 | 4.1%
CC(C)COC(=O)N1CC(O)CC1C(=O)Nc1ccc2c(c1)OCO2 (centres undefined) | . | . | 0.3%[50 µM] | . | . | . | . | . | 4% | 2.4 | 56 | 1.5%
CCC(=O)NC(c1ccc(C)cc1)c1ccc2cccnc2c1O (centres undefined) | . | . | -0.1% | 3% | -4% | . | . | -15% | -17% | 0.8 | 67 | 2.2%
CCOC(=O)c1ccc2c(c1)sc(=NC(=O)c1ccco1)n2CCOC | i | -8 | 3.6% | 17% | -6% | -4 | -2 | 9% | 2% | 2.0 | 53 | 2.0%
O=C(Nc1cccc(F)c1)c1ccc(Br)o1 | i | 9 | 1.1% | -5% | -5% | -2 | -12 | -8% | -11% | 8.7 | 46 | 1.4%
CC(C)N(CCNC(=O)c1oc(=O)c2ccccc2c1-c1ccccc1)Cc1ccco1 | i | 0 | 2.7% | -7% | -6% | -9 | -12 | 2% | . | 0.7 | 74 | -0.3%
CC(NCC(=O)Nc1cc(S(=O)(=O)N2CCOCC2)ccc1Cl)c1ccc(Cl)cc1Cl (centres undefined) | . | . | 0.0%[50 µM] | . | . | . | . | . | 4% | 2.7 | 50 | 12%
CCOC(=O)c1cnn(-c2ccccc2)c1NC(=O)CCl | i | -7 | 0.2% | 5% | -9% | -1 | 8 | -4% | -4% | 0.2 | 81 | 0.6%
Clc1ccc(-c2nc(N3CCCCC3)nc3ccccc23)cc1 | i | 5 | 0.0% | 30% | -4% | 59* | 28* | -9% | -12% | 0.6 | 82 | 5.1%
C=CCNC(=O)COC(=O)c1ccc(C)c(NC(=O)c2ccco2)c1 | i | 1 | -0.4% | 1% | -6% | -4 | -11 | 12% | -7% | 1.3 | 37 | 2.4%
